High-throughput results deposited in PubChem BioAssay by several laboratories.
RSV CPE inhibition – RSV antiviral activity via CPE protection, HEp-2 cells, primary 10 µM value included (AID 2391); HEp-2 cells, RSV-induced CPE inhibition; higher % means a stronger effect; one-dose CPE inhibition, % at 10 µM; IC50 in µM for titrated hits; hit rate 0.13% among 310,000; in the data active means a potency from the dose series; further: strong numbers were not always called active
GPR55 antagonists – inhibition of LPI-stimulated GPR55 beta-arrestin translocation – imaging, U2OS, beta-arrestin-GFP, LPI agonist, primary screen (AID 2013); U2OS GPR55 beta-arrestin-GFP translocation imaging, LPI antagonism; higher % means a stronger effect; inhibition, % at 10 µM; hits with a dose series show IC50 in µM; hit rate 0.13% among 290,000;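 active means spots per cell inhibited over 60%, with over 100 cells counted and total cytoplasm intensity under 500,000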;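 further: U2OS cells stably carrying GPR55 and arrestin-GFP stimulated by 5 µM LPI near EC80; imaged beta-arrestin-GFP aggregate spots per cell after agonist stimulation; plate controls were LPI-stimulated DMSO wells for no effect and DMSO wells without LPI for full effect; some results filed as inactive read as strong as hits; confirmed hits need IC50 under 10 µM and bright autofluorescent wells are also inconclusive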
Dengue-2 NS5 capping – flavivirus cap methylation enzyme inhibition – biochemical, confirmation dose response, primary screen (AID 588689); Dengue-2 NS5 methyltransferase capping enzyme assay, biochemical; higher % means a stronger effect; inhibition, % at 25 µM, or IC50 in µM where a hit was titrated; hit rate 0.3% among 340,000; in the data active means a potency from the dose series
Rac1 GTP hydrolysis – MgcRacGAP GTPase-activating activity inhibitors, confirmation, biochemical, ADP Hunter fluorescence. MgcRacGAP-stimulated Rac1 GTP hydrolysis, ADP Hunter fluorescence; higher % means a stronger effect; GST-tagged Rac1 F28L mutant substrate. AID 624330. inhibition, % at 30 µM; hits with a dose series show IC50 in µM. hit rate 0.6% among 340,000;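 active means first-screen hits whose inhibition reached a set limit at any dose in the follow-up dose series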;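 further: fluorescence reports GDP produced by GAP-driven GTP hydrolysis; strong numbers were not always called active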
UTI89 phage lysis – protection from phage-mediated lysis, alamar blue read-out – E. coli UTI89, K1F phage, bacterial capsule biogenesis inhibitors (AID 488966); inhibition, % at 100 µM; hits with a dose series show IC50 in µM; E. coli UTI89 K1F phage lysis, alamar blue, 2 h; higher % means a stronger effect; hit rate 0.02% among 340,000;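 active means phage lysis inhibition, versus mean bacterial control, above a set limit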;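 further: capsule biogenesis inhibitors block K1F phage lysis so surviving cells raise fluorescence; higher fluorescence means more inhibition of phage lysis; actives were called in the ten point dose series up to 300 µM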
SV40 large T antigen – SV40 large T antigen inhibitors, biochemical (AID 1903). hit rate 0.39% among 310,000. inhibition, % at 20 µM, or IC50 in µM where a hit was titrated. SV40 large T antigen ATPase/helicase inhibition assay; higher % means a stronger effect; in the data active means a potency from the dose series; further: strong numbers were not always called active
GPR35 antagonists – GPR35 antagonists blocking zaprinast-driven arrestin recruitment, primary screen, imaging, U2OS, beta-arrestin-GFP, zaprinast agonist (AID 2058). U2OS GPR35 beta-arrestin-GFP translocation imaging, zaprinast antagonism; higher % means a stronger effect. inhibition, % at 10 µM; hits with a dose series show IC50 in µM. hit rate 0.052% among 290,000;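 active means inhibition of at least 50% with at least 30 cells and total cytoplasm GFP at most 10,000,000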
HIV fusion peptide – cell-free HIV fusion peptide-binding blockers – biochemical, uHTS, fluorescence dequenching, primary screen (AID 1986) | inhibition, % at 20 µM; hits with a dose series show IC50 in µM | hit rate 0.3% among 290,000 | cell-free peptide binding, fluorescence dequenching, 30 min; higher % means a stronger effect; in the data active means inhibition mostly above about 52%, no sharp cut-off; inactive means mostly below about 76%; further: some results filed as inactive read as strong as hits
Salmonella PhoP GFP – inhibitors of PhoP regulon expression, primary screen, Salmonella Typhimurium, GFP reporter (AID 1863). hit rate 0.16% among 300,000. one-dose inhibition, % at 50 µM; IC50 in µM for titrated hits. S. Typhimurium PhoP-regulated promoter GFP reporter, 4 h; higher % means a stronger effect;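 active means inhibition over 29.93%, a cutoff 3 SD above the screen mean, later confirmed by dose response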;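 further: 0% = low Mg2+ inducing control and 100% = high Mg2+ repressing control; strong numbers were not always called active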
Dengue-2 NS5 capping pilot replicate – recorded beside Dengue-2 NS5 capping, whose call it bears; inhibition, %; measured here: pilot screen replicate inhibition
* hit, by the source's call; [ ] = dose if it differs, or a comment.

For Cc1ccc(S(=O)(=O)NCCc2nnc(SCc3cccnc3)n2C)cc1 the results were RSV CPE inhibition 0.2%, GPR55 antagonists 7%, Dengue-2 NS5 capping -12%, Rac1 GTP hydrolysis 7%, UTI89 phage lysis -0.1%, SV40 large T antigen 2%, GPR35 antagonists 12%, HIV fusion peptide -1.5% and Salmonella PhoP GFP 7%.
Screening COc1ccc(CCNC(=O)c2c(O)c3ccccc3[nH]c2=O)cc1OC returned RSV CPE inhibition 1.9%, GPR55 antagonists 6%, Dengue-2 NS5 capping 1%, Rac1 GTP hydrolysis 6%, UTI89 phage lysis -0.5%[50 µM], SV40 large T antigen 2%, GPR35 antagonists 0%, HIV fusion peptide -2.1% and Salmonella PhoP GFP 13%.
Screening CCN(CC)S(=O)(=O)c1ccc(NN=c2c(=O)c3ccccc3c2=O)cc1 returned RSV CPE inhibition 5.7%, GPR55 antagonists 18%, Dengue-2 NS5 capping 1%, Rac1 GTP hydrolysis 5%, UTI89 phage lysis 0.4%, SV40 large T antigen 18%, GPR35 antagonists 6%, HIV fusion peptide 0.8% and Salmonella PhoP GFP -6%.
Screening CCOC(=O)c1ccc(-n2c(C)nc3ccc(Br)cc3c2=O)cc1 returned RSV CPE inhibition 1.2%, GPR55 antagonists 7%, Dengue-2 NS5 capping -2%, Rac1 GTP hydrolysis 7%, UTI89 phage lysis 1.0%, SV40 large T antigen 9%, GPR35 antagonists 30%, HIV fusion peptide -1.2% and Salmonella PhoP GFP -1%.
O=C(Nc1ccccc1)N(Cc1cccnc1)Cc1ccco1 was read as RSV CPE inhibition 0.2%, GPR55 antagonists 3%, Dengue-2 NS5 capping 0%, Rac1 GTP hydrolysis -2%, UTI89 phage lysis 0.9%[50 µM], SV40 large T antigen 3%, GPR35 antagonists -1%, HIV fusion peptide 1.9% and Salmonella PhoP GFP 5%.
For O=C(C1CCN(S(=O)(=O)c2ccc(Br)cc2)CC1)N1CCOCC1 the results were RSV CPE inhibition 0.9%, GPR55 antagonists 8%, Dengue-2 NS5 capping -13%, Rac1 GTP hydrolysis 8%, UTI89 phage lysis 1.2%[50 µM], SV40 large T antigen -1%, GPR35 antagonists 1%, HIV fusion peptide -1.5% and Salmonella PhoP GFP -2%.
For Cc1cc(OCC(=O)C(C)(C)C)c2c(C)c(C)c(=O)oc2c1 the results were RSV CPE inhibition -3.1%, GPR55 antagonists 2%, Dengue-2 NS5 capping 10%, Rac1 GTP hydrolysis 15%, UTI89 phage lysis 3.2%, SV40 large T antigen 8%, GPR35 antagonists 4%, HIV fusion peptide 8.4% and Salmonella PhoP GFP -1%.
For CC(C)(C)c1nnc2cccc(Cl)n12 the results were RSV CPE inhibition 4.2%, GPR55 antagonists 14%, Dengue-2 NS5 capping -3%, Rac1 GTP hydrolysis 1%, UTI89 phage lysis 0.6%, SV40 large T antigen 10%, GPR35 antagonists -4%, HIV fusion peptide 0.4% and Salmonella PhoP GFP -1%.
Screening CCOCN(C(=O)Cn1c(CO)nc2ccccc21)c1c(C)cccc1CC returned RSV CPE inhibition 1.3%, GPR55 antagonists 12%, Dengue-2 NS5 capping -10%, Rac1 GTP hydrolysis 4%, UTI89 phage lysis 1.5%, SV40 large T antigen 2%, GPR35 antagonists -4%, HIV fusion peptide -1.7%, Salmonella PhoP GFP 4% and Dengue-2 NS5 capping pilot replicate -3.9.
NC1=NC2(CCCCCC2)n2c(nc3ccccc32)N1 was read as RSV CPE inhibition -1.4%, GPR55 antagonists 10%, Dengue-2 NS5 capping -10%, Rac1 GTP hydrolysis 0%, UTI89 phage lysis 0.8%, SV40 large T antigen -5%, GPR35 antagonists -1%, HIV fusion peptide -0.3% and Salmonella PhoP GFP 5%.
Screening Cc1ccc(-n2nc3c(N4CCC(C(=O)N5CCC(C(N)=O)CC5)CC4)nnc(C)c3c2C)cc1 returned RSV CPE inhibition -0.1%, GPR55 antagonists 6%, Dengue-2 NS5 capping -26%, Rac1 GTP hydrolysis 10%, UTI89 phage lysis -0.1%, SV40 large T antigen 5%, GPR35 antagonists -4%, HIV fusion peptide 9.1% and Salmonella PhoP GFP 2%.
`COc1ccc(C2C(C#N)=C(N)N(c3cccnc3)C3=C2C(=O)CC(C)(C)C3)cc1OC` (centres undefined) gave RSV CPE inhibition 2.5%, GPR55 antagonists 2%, Dengue-2 NS5 capping -1%, Rac1 GTP hydrolysis 6%, UTI89 phage lysis 0.7%, SV40 large T antigen -3%, GPR35 antagonists 10%, HIV fusion peptide 0.3% and Salmonella PhoP GFP -12%.
O=C(c1ccc(F)cc1)N(NC(=O)C(O)(c1ccccc1)c1ccccc1)c1ccccc1 was read as RSV CPE inhibition -0.5%, GPR55 antagonists 10%, Dengue-2 NS5 capping 1%, Rac1 GTP hydrolysis 6%, UTI89 phage lysis 0.2%, SV40 large T antigen 7%, GPR35 antagonists -8%, HIV fusion peptide -0.7% and Salmonella PhoP GFP -6%.
Screening CCCC(=O)OCC(=O)NCc1ccc(Cl)cc1 returned RSV CPE inhibition 0.9%, GPR55 antagonists -10%, Dengue-2 NS5 capping -13%, Rac1 GTP hydrolysis 10%, UTI89 phage lysis 0.2%, SV40 large T antigen 0%, GPR35 antagonists 12%, HIV fusion peptide 0.5% and Salmonella PhoP GFP 0%.
Cc1cc(Nc2ccccc2)n(CCC#N)n1 was read as RSV CPE inhibition 2.2%, GPR55 antagonists 6%, Dengue-2 NS5 capping -6%, Rac1 GTP hydrolysis 16%, UTI89 phage lysis 1.3%, SV40 large T antigen -1%, GPR35 antagonists -8%, HIV fusion peptide -0.1% and Salmonella PhoP GFP 4%.
CCN(CC(=O)Nc1c(F)cccc1F)C(=O)Cc1c(C)nc2ccccc2c1C was read as RSV CPE inhibition 1.1%, Dengue-2 NS5 capping -5%, Rac1 GTP hydrolysis 0% and UTI89 phage lysis -0.3%[50 µM].
For O=C(Nc1ccc(Cl)cc1)Nn1cnnc1 the results were GPR55 antagonists 10%, Dengue-2 NS5 capping -6%, Rac1 GTP hydrolysis 16%, UTI89 phage lysis 0.6%, GPR35 antagonists 13% and HIV fusion peptide 1.3%.
`COc1ccc(CCNC(=O)COC(=O)Cc2ccc(OC)cc2)cc1` gave RSV CPE inhibition 0.9%, GPR55 antagonists -1%, Dengue-2 NS5 capping -6%, Rac1 GTP hydrolysis 6%, UTI89 phage lysis 6.1%, SV40 large T antigen 4%, GPR35 antagonists -8%, HIV fusion peptide -0.5% and Salmonella PhoP GFP -14%.
`Clc1ccc(CNc2nc(N3CCOCC3)nc(N3CCOCC3)n2)cc1` gave RSV CPE inhibition 2.6%, GPR55 antagonists -16%, Dengue-2 NS5 capping 9%, Rac1 GTP hydrolysis -4%, UTI89 phage lysis -0.7%, SV40 large T antigen 5%, GPR35 antagonists -8%, HIV fusion peptide -2.1% and Salmonella PhoP GFP 22%.
For CC(C)(C)c1ccccc1NC(=S)NC1CCCCC1 the results were RSV CPE inhibition 3.6%, GPR55 antagonists -4%, Dengue-2 NS5 capping 5%, Rac1 GTP hydrolysis 3%, UTI89 phage lysis -0.1%, SV40 large T antigen 9%, GPR35 antagonists -8%, HIV fusion peptide 1.4% and Salmonella PhoP GFP 3%.
Screening COC(=O)C1Cc2ccccc2CN1S(=O)(=O)c1ccc(C)cc1 (centres undefined) returned RSV CPE inhibition 1.6%, GPR55 antagonists 12%, Dengue-2 NS5 capping -3%, Rac1 GTP hydrolysis 7%, UTI89 phage lysis -0.2%, SV40 large T antigen 0%, GPR35 antagonists -9%, HIV fusion peptide -1.5%, Salmonella PhoP GFP 6% and Dengue-2 NS5 capping pilot replicate -1.8.
`Cc1ccc(NC(=O)c2c(-c3c(F)cccc3Cl)noc2C)cc1F` gave RSV CPE inhibition 2.5%, GPR55 antagonists 0%, Dengue-2 NS5 capping -1%, Rac1 GTP hydrolysis -1%, UTI89 phage lysis -0.2%, SV40 large T antigen 0%, GPR35 antagonists 4%, HIV fusion peptide -3.4% and Salmonella PhoP GFP -11%.
`Cc1cc(C)cc(-n2c(C)cc(/C=N/NC(=O)CN(c3c(C)cccc3C)S(C)(=O)=O)c2C)c1` gave RSV CPE inhibition 15%, GPR55 antagonists 13%, Dengue-2 NS5 capping -12%, Rac1 GTP hydrolysis -5%, UTI89 phage lysis 0.2%, SV40 large T antigen 0%, GPR35 antagonists -7%, HIV fusion peptide 2.6% and Salmonella PhoP GFP -1%.
For COCCNc1cc(-c2ccccc2)nc2cc(-c3cccc(F)c3)nn12 the results were RSV CPE inhibition 42µM*, GPR55 antagonists -4%, Dengue-2 NS5 capping 2%, Rac1 GTP hydrolysis 2%, UTI89 phage lysis 2.4%, SV40 large T antigen 4%, GPR35 antagonists -8%, HIV fusion peptide -0.3% and Salmonella PhoP GFP 3%.
Screening COc1ccc(C(=O)N/N=C(\C)c2ccccn2)cc1OC returned RSV CPE inhibition 9.0%, GPR55 antagonists 34%, Dengue-2 NS5 capping -5%, Rac1 GTP hydrolysis 3%, UTI89 phage lysis 1.5%[50 µM], SV40 large T antigen 10%, GPR35 antagonists 12%, HIV fusion peptide 3.1% and Salmonella PhoP GFP 5%.
`O=C(CCCc1ccccc1)NCCS(=O)(=O)N1CCN(c2ccc(F)cc2)CC1` gave RSV CPE inhibition 2.1%, Dengue-2 NS5 capping 1%, Rac1 GTP hydrolysis 5%, UTI89 phage lysis 1.9%[50 µM], SV40 large T antigen 8% and Salmonella PhoP GFP -3%.
`C=CCn1c(SCC(=O)N2CCOCC2)nc2c([nH]c3ccccc32)c1=O` gave RSV CPE inhibition 2.1%, GPR55 antagonists 13%, Dengue-2 NS5 capping 0%, Rac1 GTP hydrolysis 5%, UTI89 phage lysis 0.9%[50 µM], SV40 large T antigen 11%, GPR35 antagonists 9%, HIV fusion peptide -0.4% and Salmonella PhoP GFP -5%.
CCC1(C(=O)OC)CCc2c(cc(OC)c3ccccc23)C1=O (centres undefined) was read as RSV CPE inhibition 3.5%, GPR55 antagonists -5%, Dengue-2 NS5 capping 2%, Rac1 GTP hydrolysis 14%, UTI89 phage lysis -0.1%, SV40 large T antigen 4%, GPR35 antagonists 3%, HIV fusion peptide 0.3% and Salmonella PhoP GFP 2%.

Pulled one by one from the list above (2):
`O=C(CCCc1ccccc1)NCCS(=O)(=O)N1CCN(c2ccc(F)cc2)CC1` gave RSV CPE inhibition 2.1%, Dengue-2 NS5 capping 1%, Rac1 GTP hydrolysis 5%, UTI89 phage lysis 1.9%[50 µM], SV40 large T antigen 8% and Salmonella PhoP GFP -3%.
`Cc1cc(C)cc(-n2c(C)cc(/C=N/NC(=O)CN(c3c(C)cccc3C)S(C)(=O)=O)c2C)c1` gave RSV CPE inhibition 15%, GPR55 antagonists 13%, Dengue-2 NS5 capping -12%, Rac1 GTP hydrolysis -5%, UTI89 phage lysis 0.2%, SV40 large T antigen 0%, GPR35 antagonists -7%, HIV fusion peptide 2.6% and Salmonella PhoP GFP -1%.
